# Screens (PubChem BioAssay)
# hK5 inh: kallikrein 5 (human) inhibition. recombinant hK5, fluorogenic AMC substrate cleavage. inhibition, % at 5 µM. 210,000 tested, 0.59% active;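 active = inhibition of 40% or more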;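 note: 0% = enzyme controls without compound and 100% = no-enzyme blanks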
# Target sequence (Q9Y337 67-293 limits assumed): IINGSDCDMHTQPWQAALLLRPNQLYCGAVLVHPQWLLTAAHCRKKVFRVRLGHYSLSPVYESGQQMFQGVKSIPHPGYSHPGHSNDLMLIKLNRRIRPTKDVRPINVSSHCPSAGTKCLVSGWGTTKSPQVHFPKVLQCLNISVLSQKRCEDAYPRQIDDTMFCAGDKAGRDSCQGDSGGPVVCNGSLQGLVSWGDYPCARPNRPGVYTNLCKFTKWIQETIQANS
# Hck-Nef inh: blocks Nef-activated human Hck kinase; 220,000 tested, 0.68% active; P08631; Recombinant Hck-YEEI plus Nef, Z-Lyte FRET kinase assay; inhibition, % at 20 µM;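 active = Hck-Nef kinase inhibition above about 50%, limit read from the data; inactive = inhibition below that limit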;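 note: 0% = DMSO with Hck plus Nef and 100% = Hck alone without Nef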
# Target sequence (P08631 whole entry, looked up): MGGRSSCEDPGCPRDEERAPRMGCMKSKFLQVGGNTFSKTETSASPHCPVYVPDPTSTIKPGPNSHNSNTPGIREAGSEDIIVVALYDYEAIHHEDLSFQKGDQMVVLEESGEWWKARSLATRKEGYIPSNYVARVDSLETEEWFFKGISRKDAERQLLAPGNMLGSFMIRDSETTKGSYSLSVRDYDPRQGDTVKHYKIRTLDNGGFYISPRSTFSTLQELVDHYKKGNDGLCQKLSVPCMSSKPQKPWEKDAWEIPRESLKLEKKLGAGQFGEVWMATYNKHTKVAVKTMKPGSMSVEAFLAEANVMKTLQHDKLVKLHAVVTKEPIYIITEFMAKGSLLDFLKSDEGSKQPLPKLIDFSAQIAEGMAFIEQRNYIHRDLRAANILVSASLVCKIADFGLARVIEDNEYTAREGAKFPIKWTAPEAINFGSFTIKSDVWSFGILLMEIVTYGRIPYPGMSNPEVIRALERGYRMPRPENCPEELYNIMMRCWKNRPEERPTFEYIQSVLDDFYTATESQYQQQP
# Wee1 degr inh: blocks degradation of human Wee1 kinase | HeLa Luc-Wee1K328M stability, luciferase luminescence; 100% = proteasome inhibitor MG132 effect | P30291 | AID 1321 | 220,000 tested, 1.2% active | reporter increase, % at 5 µM;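 active = activation above the mean of all tested compounds plus 3 SD, set per screening run, cut at about 8.8% in these data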;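 note: cells exposed to compound for 20 h before luminescence read; 0% = DMSO alone and 100% = MG132 at 30 µM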
# FXIa inh 1536: inhibitors of human coagulation factor XIa; P03951; purified FXIa, Boc-Glu-Ala-Arg-AMC fluorogenic substrate; inhibition, % at 5 µM; 220,000 tested, 0.14% active; AID 798;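 active = inhibition of at least 40%; inactive = inhibition below 40%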;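 note: fluorescence of freed AMC excited at 355 nm; 0% = enzyme without compound and 100% = no enzyme blank; many of its hits are not listed in these tables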
# Thrombin inh: inhibitors of human thrombin; P00734; alpha-thrombin, Boc-VPR-AMC fluorogenic substrate cleavage; inhibition, % at 5 µM; 220,000 tested, 0.26% active; AID 1046;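 active = inhibition at or above 40%; inactive = inhibition below 40%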;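 note: 0% = enzyme with no compound and 100% = wells without enzyme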
#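 System – human alpha-thrombin · Medium – pH 7.5 Tris (50 mM) with NaCl 150 mM, Tween 20 0.05% · Compound – single-point dosing at 5 µM, 0.2% DMSO · Incubation – enzyme reaction carried out at room temperature · Technique – fluorescence of released AMC, ex 355 nm, em 460 nm · Read-out basis – % inhibition of thrombin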
# Runt-CBFb FRET: Runt domain-CBFb interaction inhibition; Q01196+Q13951; Cerulean-Runt/Venus-CBFb FRET ratio 530/480, 1 h; inhibition, % at 20 µM; 220,000 tested, 0.46% active;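 active = inhibition over about 50% at 20 µM in the single-dose screen, limit read from the data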;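 note: 0% = DMSO wells and 100% = excess unlabeled CBFb competitor control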
#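 Measured by: fluorescence energy transfer, 422 nm excitation, 530/480 nm emission; test system: Cerulean-tagged RUNX1 Runt domain (FRET donor) fusion protein; buffer or medium: Tris pH 7.5 buffer with BSA; compound: one dose, 20 µM compound, 1% DMSO; times: two 1 h room-temperature incubations shielded from light; benchmarks: unlabeled CBFb 5 µM, positive control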
# Runt-SMMHC FRET: Runt domain-CBFb-SMMHC interaction inhibition | Cerulean-Runt/Venus-CBFb-SMMHC FRET ratio 530/480, 1 h | inhibition, % at 20 µM | 220,000 tested, 0.74% active | Q01196+Q13951;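 active = mean inhibition across duplicate retests at 20 µM reaching about 50%, limit read from the data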;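 note: 0% = DMSO wells and 100% = wells with excess untagged CBFb-SMMHC; inhibitors lower the FRET ratio by blocking Runt binding to CBFb-SMMHC; some results filed as inactive read as strong as hits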
# 14-3-3 Bad inh: disrupts binding of bovine 14-3-3 zeta to phospho-Bad peptide | P63103 | TR-FRET 14-3-3zeta/Dy647-pBad peptide displacement, 1 h | inhibition, % at 21.7 µM | 220,000 tested, 0.71% active | AID 781;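 active = inhibition above about 70%, limit read from the data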;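 note: 0% = full 14-3-3 plus peptide FRET controls and 100% = background without 14-3-3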
# Target sequence (P63103 whole entry, looked up): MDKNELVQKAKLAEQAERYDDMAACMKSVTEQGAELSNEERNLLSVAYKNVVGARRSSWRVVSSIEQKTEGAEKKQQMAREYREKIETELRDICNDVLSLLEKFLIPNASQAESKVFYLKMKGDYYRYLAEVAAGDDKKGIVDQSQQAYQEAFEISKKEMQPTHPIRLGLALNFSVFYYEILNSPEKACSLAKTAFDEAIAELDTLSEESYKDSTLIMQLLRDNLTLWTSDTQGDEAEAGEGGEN
# FXIIa inh: factor XIIa (human) inhibition; P00748; purified FXIIa, Boc-QGR-AMC fluorogenic substrate, 2 h; inhibition, % at 5 µM; 220,000 tested, 0.3% active; AID 800; in the data active = inhibition above about 40%;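 note: 0% = enzyme with no compound and 100% = blank without enzyme; many of its hits are not listed in these tables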
# Numbers without * were called inactive; . = no result given; [ ] = dose if it differs, or a comment.
SMILES,hK5 inh,Hck-Nef inh,Wee1 degr inh,FXIa inh 1536,Thrombin inh,Runt-CBFb FRET,Runt-SMMHC FRET,14-3-3 Bad inh,FXIIa inh
O=C(c1nnc(Cc2ccc(Cl)cc2)o1)N1CCOCC1,-8,-3,0,16,4,1,2,5[fluorescence artefact?],9
COC(=O)c1ccc(NC(=O)CSc2nnc(Cc3cccn3C)n2-c2ccc(F)cc2)cc1,13,-2,-3,-3,-2,-2,4,0,0
COc1ccc(-c2cc(NCc3ccccn3)n3ncnc3n2)cc1,-15,-1,-1,20,6,-1,4,9[fluorescence artefact?],23
CC(C)Cc1nc2oc3c(N4CCN(C)CC4)ncnc3c2c2c1CCCC2,4,2,2,3,-3,-1,0,-3,6
CC(=O)NCCn1c(SCC(=O)OCc2ccccc2)nc2ccccc2c1=O,-21,1,2,11,2,-2,1,6,15
Cc1cccc(NC(=O)CSc2cc(C(=O)c3nccn3C)c3ccccc3n2)c1,4,-3,-2,-7,-5,-1,-22,7[fluorescence artefact?],-1
Cc1cccc(NC(=O)COc2ccccc2)c1,3,-1,-1,4,-5,1,3,1,10
Cc1csc2nnc(N)n12,-16,-1,1,3,-6,-3,-3,-16[fluorescence artefact?],12
CCOc1ccc2nc(SCC(=O)N(C)C)[nH]c2c1,-1,-19,8,3,3,1,0,-16,18
COc1ccc2nc(N=Nc3ccc(O)c4ccccc34)sc2c1,-38,9,-1,22,-17,-4,-6,27[fluorescence artefact?],24
COc1ccc(-c2cc(C(F)(F)F)nc(N3CCOCC3)n2)cc1,-10,1,-2,3,2,-3,-2,-6,9
O=S(=O)(Nc1ccncc1Cl)c1ccccc1,-3,1,5,1,-21,0,-6,-13,2
COCCNC(=O)/C(=C/c1ccccc1Cl)c1ccccc1,-8,5,0,6,0,-2,1,-2,15
CCCCC(=O)NC(=S)Nc1cc([N+](=O)[O-])ccc1OC,.,16,6,4,1,-3,3,-3,9
CC(C)(C)Oc1ncc(Br)c(OC(C)(C)C)n1,-22,12,-2,-3,-8,0,6,10,8
CCc1c(C)nc2cc(C)[nH]n2c1=O,2,-2,2,-2,-19,2,2,-3[fluorescence artefact?],-10
COc1ccc(OC)c(NC(=O)CN(C)CC(=O)Nc2ccccc2Br)c1,13,17,-2,-5,-8,-1,2,29,9
Cc1ccc(/C=N/NC(=O)Cn2nnc(N)n2)o1,9,3,2,8,0,0,1,-3,6
COc1ccc(NC(C)=O)cc1NC(=O)c1ccc(C#N)cc1,-3,24,8,-1,-6,0,2,-3,7
CCOP(=O)(OCC)c1nc(-c2cccc3ccccc23)oc1NCc1ccccc1,-46,3,1,-15,-32,-4,0,-3,-47
CCCOc1ccc(CSC(=N)N)cc1C(=O)OC,-1,18,-1,-4,-2,-1,4,1,5
Cn1nnc(NC(=O)c2cccc(F)c2)n1,-4,-2,-2,7,3,-1,0,1,15
CN(c1ccc(C(=O)N2CCc3ccccc3C2)cc1)S(C)(=O)=O,-18,-7,2,7,2,-4,1,-10[fluorescence artefact?],4
COc1ccc(NC(=O)c2nc[nH]c2C(=O)N2CCC(C)CC2)cc1,6,33,.,4,3,1,2,-6,12
Cc1ccc(S(=O)(=O)Nc2nc3ccccc3nc2NCc2ccc3c(c2)OCO3)cc1C,-5,7,1,2,-3,-2,3,-3,10
CCC(C(=O)Nc1ccc2c(c1)OCCO2)c1ccccc1 (stereo not drawn),.,4,1,-2,-9,1,3,0,7
Cc1cc(C(=O)N2CCc3c([nH]c4ccccc34)C2c2c(F)cccc2Cl)no1 (stereo not drawn),24,2,1,-4,2,1,2,-17,7
O=C(O)C/C=C(/NC(=O)OCc1ccccc1)C(=O)OCc1ccccc1,-2,27,-3,-2,-15,-4,-4,-6,6
COc1ccc(NC(=O)Cn2cnc3c(nnn3-c3ccc(C)cc3)c2=O)cc1,-6,0,2,-4,-1,-1,-4,-8,2
COCC(=O)Nc1nc(-c2ccc(C)cc2)c(C)s1,-5,-19,0,11,2,1,1,-6[fluorescence artefact?],16
O=C(CN1C(=O)c2ccccc2C1=O)Nc1ccc(S(=O)(=O)N2CCOCC2)cc1,.,1,-1,-1,5,1,-3,-6,6
Cc1ccc(-c2csc(NC(=O)c3cccc([N+](=O)[O-])c3)n2)cc1,5,2,-1,-7,-2,-3,-5,8,4
CCn1c(SCC(=O)Nc2cccc(NC(C)=O)c2)nnc1C(C)C,-1,-4,0,-5,-7,0,-8,5,-5
CCC(C)(C(=O)NC1CCCC1)N(C(=O)c1cnccn1)c1c(C)n(C)n(-c2ccccc2)c1=O (stereo not drawn),-4,0,-2,-7,-2,2,-2,-1,8
COc1cc(C(=O)NCc2ccc(C)cc2)ccc1OCc1c(C)noc1C,-10,0,-2,1,-1,-2,2,-7,15
COc1ccc(OCC(O)CNC(=O)Nc2cccc3ccccc23)cc1 (stereo not drawn),-1,7,2,1,3,3,4,-4,8
C/C(=N\NC(=O)c1cccc(N2CCCC2=O)c1)c1ccc(N)cc1,-2,24,0,0,3,2,-2,-9,8
Cc1cc(C(F)(F)F)n2[nH]c(=O)c(N=Nc3ccccc3)c2n1,-7,-10,2,16,3,.,-7,-10,2
Cc1ccc(C(=O)c2c[nH]c(C(=O)NCc3cccnc3)c2)cc1,-5,2,-2,-12,-4,1,-9,-7,-2
CN(C)/C=C(\C(=O)c1ccccc1)c1nnnn1-c1ccccc1,-3,17,-1,-4,-5,1,-2,-1,5
Cc1ccc(NC(=S)N2CCC(c3nc4ccccc4s3)CC2)cc1,-3,3,-2,0,-3,3,-2,-19,9
Cc1cc(C(=O)CSc2nc3ccccc3c(=O)[nH]2)c(C)n1C,-2,-1,-2,3,-6,16,-2,1[fluorescence artefact?],9
O=C(c1ccco1)N1CCN(C(c2ccccc2F)c2nnnn2Cc2cccs2)CC1 (stereo not drawn),-11,1,1,-9,-9,1,1,52[fluorescence artefact?],-1
Cc1ccc(Nc2nnc(C3C(=O)N(C)C4(C)CC3c3cc(Br)ccc3O4)s2)cc1 (stereo not drawn),-2,3,3,22,-4,-6,-6,8,21
Cc1cccc(C(=O)Nc2ccc(C(=O)/C=C/c3cccnc3)cc2)c1,-15,7,-1,5,-2,5,-2,14[fluorescence artefact?],9
CCNC(=O)CCCOc1ccc(Cl)cc1Cl,-19,0,0,-6,-10,-3,1,3[fluorescence artefact?],3
O=c1c2ccccc2nc(SCc2cccc(F)c2)n1-c1cccc(S(=O)(=O)N2CCCC2)c1,13,-2,4,4,6,-1,5,-2,10
CC1=Cc2ccccc2C(C#N)N1C(=O)c1ccccc1 (stereo not drawn),-5,4,0,4,-3,-2,-2,14,4
CC(=O)NC(C)c1nc2ccccc2n1CC(=O)N1C(C)CCCC1C (stereo not drawn),8,24,-3,8,-2,0,-1,-11,7
O=C(c1ccc2c3c(cccc13)C(=O)N(O)C2=O)N1CCCCC1,-19,-1,-1,-1,-7,-2,3,-3,6

# Next compounds
SMILES,hK5 inh,Hck-Nef inh,Wee1 degr inh,FXIa inh 1536,Thrombin inh,Runt-CBFb FRET,Runt-SMMHC FRET,14-3-3 Bad inh,FXIIa inh
CCCc1nnc(NC(=O)CC(=O)OCC)s1,3,-2,-3,-6,-3,-3,0,6,5
COc1ccc(N=C2NC(=O)/C(=C\C=C\c3ccco3)S2)cc1,-18,88*,2,-2,2,5,-20,-9,3
CC(=O)Oc1ccc(/C=N/NC(=S)Nc2ccccc2)cc1,-21,6,7,1,-2,0,5,-26,7
CC1CC(N(C(=O)C2CC2)c2ccccc2)c2ccccc2N1C(=O)C1CC1 (stereo not drawn),-25,1,5,3,6,-2,0,-2,17
C/C(=N\Nc1ccc2nncn2n1)c1cccs1,4,5,-2,4,-6,1,-4,-7,2
O=[N+]([O-])c1cccc(-c2nnc3c4ccccc4c4ccccc4n23)c1,1,0,3,-2,-5,4,2,-1,8
O=C(NCc1ccc(C(F)(F)F)cc1)C1CC(c2ccccc2[N+](=O)[O-])=NO1 (stereo not drawn),-4,0,5,2,4,3,2,3[fluorescence artefact?],8
O=C(CSc1ccccn1)Nc1ccc2c(c1)C(=O)c1ccccc1C2=O,-13,20,2,21,4,-2,-21,45,11
CC1CCN(C(=O)c2cc(Cl)nc3ccccc23)CC1,-2,2,-1,2,-3,1,2,-2[fluorescence artefact?],12
COC(=O)c1c(C)oc(C)c(C(=O)OC)c1=O,74*,1,-2,11,17,-2,2,9,21
CCCCn1c(=O)[nH]c(=O)c2c1nc(-c1ccc(OCCC)c(OCC)c1)n2CCOC,8,19,-1,0,-6,-4,1,-7,13
CC(C)(C)/C(Cn1cncn1)=N\OC(=O)Nc1ccc(Cl)cc1,-6,8,-3,5,5,0,-1,-2,14
CCCCC(=O)Nc1ccc(NC(=O)c2ccc([N+](=O)[O-])cc2)cc1OC,-9,3,-2,10,-3,0,0,5,14
CNC(=S)N/N=C/c1c(C)nn(-c2ccc(F)cc2)c1Cl,-2,1,4,-6,-2,1,-4,-1,11
CCOc1ccc(CC(=O)NNC(=S)NC)cc1Br,-10,7,5,0,-6,1,3,-17,1
COc1ccccc1Oc1nc(C)c(C(C)=O)cc1C#N,3,19,-3,-3,-4,2,3,14,7
CCCN1C(=O)S/C(=C\c2ccc(N3CCOCC3)cc2C)C1=O,11,5,4,20,7,-17,-21,-2,13
O=C(Cc1ccc(Cl)cc1)NNC1CC(=O)N(c2ccc3ccccc3c2)C1=O (stereo not drawn),0,28,4,3,5,1,2,-3,17
COc1cccc(CNC(=O)CCNS(=O)(=O)c2cccs2)c1,-2,-3,5,4,2,4,8,0,16
CCOC(=O)C1=C(C)N=C2SC(C)C(=O)N2C1c1ccc(OC(C)=O)c(OC)c1 (stereo not drawn),-25,-2,-2,0,-2,-2,-1,10,6
CCCN1CCC(=O)N(CCSc2ccc(C)cc2)CC1,2,24,.,2,4,-15,-1,-4,15
COc1ccc(CNc2ccc(-c3ccc(OC)cc3)nn2)cc1,-6,0,3,5,-2,-3,1,4,8
CCCC(C)NC(=O)Cc1ccccc1 (stereo not drawn),8,10,3,4,4,2,-3,-5,45*
COc1cc(CN2CCN(CCc3ccccc3)C(CCO)C2)cc(OC)c1 (stereo not drawn),.,7,2,2,3,-1,4,0,9
CC(C)(C)OC(=O)N/N=C\c1ccc[nH]1,-8,14,-1,-1,-12,2,-8,-4,10
Cc1nn(-c2ccccc2)c(N)c1N=O,-2,11,5,-4,-5,1,-1,1,4

# An excerpt from above in order of number of heavy atoms, low to high.
SMILES,hK5 inh,Hck-Nef inh,Wee1 degr inh,FXIa inh 1536,Thrombin inh,Runt-CBFb FRET,Runt-SMMHC FRET,14-3-3 Bad inh,FXIIa inh
CC(C)(C)OC(=O)N/N=C\c1ccc[nH]1,-8,14,-1,-1,-12,2,-8,-4,10
CCCN1CCC(=O)N(CCSc2ccc(C)cc2)CC1,2,24,.,2,4,-15,-1,-4,15
COc1cc(CN2CCN(CCc3ccccc3)C(CCO)C2)cc(OC)c1 (stereo not drawn),.,7,2,2,3,-1,4,0,9

# Hits appear at their usual frequency (roughly 4.2% active in at least one column).
